Screening data from PubChem BioAssay.
SRC3 inh: inhibits human SRC3 coactivator; HEK293 GAL4-SRC3 luciferase reporter, luminescence; inhibition, % at 3.6 µM; 360,000 tested, 0.17% active; AID 588352;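 active = inhibition above a per-campaign cutoff, the mean of all compounds plus 3 SD, cut at about 60% in these data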;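 also: 0% = DMSO-treated cells and 100% = gossypol-treated cells at 36 µM; higher means less SRC3-driven luciferase light from the GAL4 reporter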
CF NFkB block: cystic fibrosis NF-kB activation inhibition; KKLEB NF-kB-GFP reporter, PAF-induced, GFP fluorescence overnight; inhibition, % at 5 µM; 360,000 tested, 0.86% active; AID 588850;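 active = at least 50% inhibition at 5 µM, scaled per plate between neutral and stimulator controls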;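 also: PAF is a Pseudomonas aeruginosa culture filtrate used as stimulus; plate controls were PAF-stimulated DMSO wells for no effect and unstimulated DMSO wells for full effect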
COUP-TFII inh: blocks human COUP-TFII nuclear receptor; P24468; HEK293T NGFI-A luciferase reporter, luminescence; inhibition, % at 8.6 µM; 370,000 tested, 0.7% active; AID 686940;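 active = inhibition above a per-plate cutoff, mean inhibition of test wells between control levels plus 3 SD, cut at about 38% in these data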;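 also: cells cotransfected with COUP-TFII expression vector driving the NGFI-A reporter; 0% = median of COUP-TF2 test wells and 100% = reporter-only cells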
KKLEB cytotox: counter-screen for CF NF-kB inhibitors: cytotoxicity. KKLEB CF airway cells viability, ATPlite luminescence, overnight; active compounds read low; cells stimulated with P. aeruginosa culture filtrate. activity change (cytotoxicity), % at 5 µM. 360,000 tested, 0.36% active. AID 602141;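 active = corrected activity change at or below -50% at 5 µM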
SRC1 inh: inhibits human SRC1 coactivator. inhibition, % at 3.6 µM. HEK293 GAL4-SRC1 luciferase reporter, luminescence. 360,000 tested, 0.12% active. AID 588354. Q15788;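 active = inhibition above the campaign mean plus 3 SD, with each screening campaign given its own cutoff, cut at about 60% in these data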;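 also: 0% = DMSO treated cells and 100% = gossypol at 36 µM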
TROY NFkB inh: TROY signaling inhibition | 360,000 tested, 0.98% active | Q293 LMP1-TROYcd NF-kB luciferase reporter, 4 h | inhibition, % at 10 µM;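 active = compounds whose plate-normalised and pattern-corrected inhibition of the luciferase reporter signal at the single screening dose is 50% or more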
TWEAK-Fn14 inh: inhibitors of TWEAK-Fn14 interaction signaling. inhibition, % at 10 µM. 360,000 tested, 2% active. TWEAK-stimulated Fn14 reporter cells, luciferase luminescence, 8 h; in the data active = inhibition above about 50%
EBV LMP1 NFkB: reduces LMP1-driven NF-kappaB luciferase signal; LMP1-induced NF-kappaB luciferase reporter cells, luminescence; 350,000 tested, 0.69% active; inhibition, % at 12.5 µM; in the data active = inhibition above about 41%;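 also: 0% = neutral control wells and 100% = reference inhibitor control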
C8 TRAIL sens: caspase-8 TRAIL sensitization | AID 624354 | inhibition (viability loss, TRAIL sensitization), % at 10 µM | 360,000 tested, 1% active | NB7+C8 cells + TRAIL, ATPlite viability luminescence;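 active = compounds causing at least 50% loss of cell viability in the single-dose screen, relative to plate controls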
NR5A2 inv ag: NR5A2 inverse agonism in reporter assay. O00482. HEK293T StAR-luciferase reporter, LRH-1 transfected, 24 h. inhibition, % at 3.6 µM. 360,000 tested, 0.13% active;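 active = inhibition above the mean inhibition of all tested compounds plus 3 SD, cut at about 73% in these data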;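 also: 0% = DMSO wells and 100% = reporter-only cells lacking LRH-1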
NCOA2 inhibitor: inhibits human steroid receptor coactivator 2. HEK293 GAL4-SRC2 luciferase reporter, luminescence. inhibition, % at 9 µM. 370,000 tested, 0.17% active. AID 651957;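 active = inhibition above the mean inhibition of all tested compounds plus 3 SD, set per campaign, cut at about 52% in these data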;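 also: 0% = DMSO treated cells and 100% = cells given Gossypol at 36 µM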
An asterisk follows results filed as active; / = no result given.

1) COc1ccc(/C=C(/NC(=O)c2ccccc2)C(=O)N/N=C/c2sccc2C)cc1
2) COc1ccccc1CN1CCN(C(=O)c2ccncc2)CC1
3) CC1=C(C(=O)N(C)CCC#N)C2(CCCCC2)OC1=O
4) O=C(N/N=C/c1cccc([N+](=O)[O-])c1)C1CC(=O)N(c2ccc(F)cc2)C1 (stereo unspecified)
5) CCOC(=O)Nc1csnn1
6) Cc1ccccc1S(=O)(=O)N(C)C[C@@H]1OCc2cnnn2CCCC(=O)N([C@H](C)CO)C[C@H]1C
7) CCOC(=O)c1c(C)[nH]c(C(=O)COC(=O)c2cc(C)oc2C)c1C
8) CCOC(=O)C1(CCCc2ccccc2)CCN(C(=O)[C@@H]2C[C@@H](C)NC(=S)N2)CC1

assay / entry,1,2,3,4,5,6,7,8
SRC3 inh,5,6,14,12,0,1,4,-10
CF NFkB block,-19,6,-4,-11,-2,-17,40,-19
COUP-TFII inh,5,5,6,11,12,2,-7,-24
KKLEB cytotox,2,-4,2,8,2,25,-17,2
SRC1 inh,11,-5,5,-3,-4,-3,3,-32
TROY NFkB inh,-17,-6,-2,6,-10,4,-28,-14
TWEAK-Fn14 inh,-23,-27,2,-13,0,15,-7,-8
EBV LMP1 NFkB,-3,0,4,-1,-9,-5,3,-9
C8 TRAIL sens,7,-2,1,0,-10,-14,4,1
NR5A2 inv ag,2,10,7,9,9,-12,10,-4
NCOA2 inhibitor,-8,-6,12,6,10,1,-9,4

9) COCC(C)NS(=O)(=O)c1ccc(C(=O)NCCCn2ccc3ccccc32)cc1 (stereo unspecified)
10) Cc1cc(C)cc(Cn2cc(CN3CC(N(C)C)CS3(=O)=O)nn2)c1 (stereo unspecified)
11) Cc1cc(OCCCCCNCCO)cc(C)c1Cl
12) Cn1c(SCC(=O)c2ccc(F)cc2)nnc1-c1ccccc1N
13) C/C(=N\NC(=O)c1ccc(OC2OCCOC2Oc2ccc(C(=O)N/N=C(\C)c3ccncc3)cc2)cc1)c1ccncc1 (stereo unspecified)
14) N/C(=N\OC(=O)c1ccc(Br)o1)c1ccccn1
15) Cc1cc2c(NC(=O)Nc3ccc(F)cc3)cccc2nn1
16) COc1ccc(N(CC(=O)Nc2ccccc2C(=O)N2CCCC2)S(C)(=O)=O)cc1

assay / entry,9,10,11,12,13,14,15,16
SRC3 inh,3,/,-3,0,5,-63,22,-15
CF NFkB block,-16,/,18,1,25,-30,-7,5
COUP-TFII inh,15,7,3,-1,5,-30,-2,15
KKLEB cytotox,7,/,-8,-12,-4,6,10,7
SRC1 inh,-16,/,6,-19,1,-93,9,-7
TROY NFkB inh,19,-6,9,-30,14,51*,-6,-2
TWEAK-Fn14 inh,-5,0,12,-14,15,60*,11,7
EBV LMP1 NFkB,5,/,6,-6,-9,31,-12,0
C8 TRAIL sens,0,-10,14,-2,11,24,10,-23
NR5A2 inv ag,12,-9,15,-14,8,-95,20,-3
NCOA2 inhibitor,6,-19,14,-18,-11,-28,-14,-5

17) COc1ccccc1CNC(=O)c1cc(C)nn1-c1ccccc1
18) CC(C)C(NC(=O)c1ccc(C(C)(C)C)cc1)C(=O)NCC1(N(C)C)CCCCC1 (stereo unspecified)
19) COc1cc(OC)cc(C(=O)Nc2cccc(-c3ccc(N4CCOCC4)nn3)c2)c1
20) CCc1cc2cc(C(=O)Nc3ccccc3F)sc2s1
21) Cc1ccc(Nc2nc(N)c(C#N)c(CC#N)c2C#N)cc1
22) COc1ccc(Oc2c(C)nc(SCC(=O)c3ccc(Cl)cc3)[nH]c2=O)cc1
23) OCCC1CN(Cc2ccon2)CCN1Cc1ccccc1 (stereo unspecified)
24) O=C(NCCS(=O)(=O)N1CCN(c2ccccc2F)CC1)C1CC(=O)N(c2ccccc2)C1 (stereo unspecified)

assay / entry,17,18,19,20,21,22,23,24
SRC3 inh,2,-12,-47,-78,-8,10,14,9
CF NFkB block,-29,-4,-8,6,-2,-13,-18,8
COUP-TFII inh,-15,-3,4,-33,-10,-19,4,1
KKLEB cytotox,8,-6,-5,-8,-5,1,-6,-1
SRC1 inh,12,-2,-22,-79,-7,9,1,15
TROY NFkB inh,12,7,-31,-38,12,5,2,2
TWEAK-Fn14 inh,10,12,-7,-15,1,-13,2,-9
EBV LMP1 NFkB,2,-4,-9,-43,-3,7,1,8
C8 TRAIL sens,3,4,46,36,-24,-6,1,6
NR5A2 inv ag,2,-7,-24,-182,-23,14,18,11
NCOA2 inhibitor,-40,9,-32,-91,-26,-7,-33,11

25) CCCC(=O)Nc1ccc(C(=O)NN2C(=O)c3ccccc3C2=O)cc1
26) COc1cc([C@H]2c3c(cc(OC)c(O)c3OC)C[C@@H](CO)[C@@H]2CO[C@@H]2O[C@H](CO)[C@@H](O)[C@H](O)[C@H]2O)cc(OC)c1O
27) CCOC(=O)Cc1csc(SC(C)C(=O)NCC(=O)Nc2ccc(F)c(F)c2F)n1 (stereo unspecified)
28) C/C(=N/NC(=O)COc1ccc(C(C)(C)C)cc1)c1ccc(N2CCOCC2)cc1
29) CCN(CC)S(=O)(=O)c1ccc(Cl)c(C(=O)NNC(=O)c2csc(N3CCOCC3)n2)c1
30) CC(=O)c1c(C)[nH]c(C(=O)OCc2nnc(-c3ccc([N+](=O)[O-])cc3)o2)c1C
31) CCc1ccccc1NC(=O)CSc1nc2n[nH]c(C)c2c(=N)n1-c1cccc(OC)c1
32) Cc1ccccc1CC(=O)N1CCCC(CNC(=O)c2ccc(F)cc2)C1 (stereo unspecified)

assay / entry,25,26,27,28,29,30,31,32
SRC3 inh,-7,-11,4,5,1,21,6,13
CF NFkB block,12,-15,9,21,10,-15,-7,7
COUP-TFII inh,9,6,3,2,-16,2,1,27
KKLEB cytotox,4,14,11,-12,-1,-1,-22,0
SRC1 inh,-10,-3,-7,-24,-7,5,3,-2
TROY NFkB inh,12,8,-16,-15,0,-4,7,-20
TWEAK-Fn14 inh,4,5,6,-2,5,-41,-10,-3
EBV LMP1 NFkB,-1,0,0,5,-2,2,-5,-3
C8 TRAIL sens,0,2,-10,-3,-13,9,-4,3
NR5A2 inv ag,8,-14,-3,-8,14,5,44,1
NCOA2 inhibitor,-53,6,6,-1,7,-3,-7,7

33) O=C(N/N=C/c1ccccn1)c1ccc(NC(=O)c2ccc(F)cc2)cc1
34) Cn1cc(C(=O)N/N=C/C(Br)=C/c2ccccc2)ccc1=O
35) Cc1ccc(S(=O)(=O)NCc2ccccc2)cc1C(=O)N(C)CC(=O)Nc1ccccc1Br
36) CCCCOC(=O)c1ccc(NC(=O)c2ccccc2OC)cc1
37) CCOC(=O)CCSc1nc(C(C)(C)C)cc(C(F)(F)F)c1C#N
38) CCOc1ccc(CCNC(=O)c2nnn(CC(=O)Nc3ccc(OC)cc3)c2N)cc1OCC
39) Cc1ccc(C)c(OCCC(=O)NNC(=O)c2cc(C)oc2C)c1
40) O=C(COC(=O)c1cn(-c2ccccc2)nc1-c1ccccc1)Nc1ncc(Cl)cc1Cl

assay / entry,33,34,35,36,37,38,39,40
SRC3 inh,-17,-8,18,0,17,-11,6,16
CF NFkB block,-8,-32,-1,16,23,13,6,8
COUP-TFII inh,1,-5,12,-2,-17,0,11,3
KKLEB cytotox,1,-8,12,-6,-9,-6,14,-8
SRC1 inh,8,-19,-2,8,11,-16,-4,5
TROY NFkB inh,-13,-11,-4,-2,-9,3,1,-9
TWEAK-Fn14 inh,9,8,-2,26,7,-13,-5,14
EBV LMP1 NFkB,-6,-17,2,0,1,1,-2,4
C8 TRAIL sens,1,2,-34,15,-16,-4,12,-1
NR5A2 inv ag,18,3,10,0,1,-7,-10,4
NCOA2 inhibitor,-9,-1,-7,-15,70*,-8,-4,-14

Part of the list above in order of length of the SMILES, high to low:
30) CC(=O)c1c(C)[nH]c(C(=O)OCc2nnc(-c3ccc([N+](=O)[O-])cc3)o2)c1C
29) CCN(CC)S(=O)(=O)c1ccc(Cl)c(C(=O)NNC(=O)c2csc(N3CCOCC3)n2)c1
35) Cc1ccc(S(=O)(=O)NCc2ccccc2)cc1C(=O)N(C)CC(=O)Nc1ccccc1Br
40) O=C(COC(=O)c1cn(-c2ccccc2)nc1-c1ccccc1)Nc1ncc(Cl)cc1Cl
38) CCOc1ccc(CCNC(=O)c2nnn(CC(=O)Nc3ccc(OC)cc3)c2N)cc1OCC
33) O=C(N/N=C/c1ccccn1)c1ccc(NC(=O)c2ccc(F)cc2)cc1
32) Cc1ccccc1CC(=O)N1CCCC(CNC(=O)c2ccc(F)cc2)C1 (stereo unspecified)
39) Cc1ccc(C)c(OCCC(=O)NNC(=O)c2cc(C)oc2C)c1
36) CCCCOC(=O)c1ccc(NC(=O)c2ccccc2OC)cc1

assay / entry,30,29,35,40,38,33,32,39,36
SRC3 inh,21,1,18,16,-11,-17,13,6,0
CF NFkB block,-15,10,-1,8,13,-8,7,6,16
COUP-TFII inh,2,-16,12,3,0,1,27,11,-2
KKLEB cytotox,-1,-1,12,-8,-6,1,0,14,-6
SRC1 inh,5,-7,-2,5,-16,8,-2,-4,8
TROY NFkB inh,-4,0,-4,-9,3,-13,-20,1,-2
TWEAK-Fn14 inh,-41,5,-2,14,-13,9,-3,-5,26
EBV LMP1 NFkB,2,-2,2,4,1,-6,-3,-2,0
C8 TRAIL sens,9,-13,-34,-1,-4,1,3,12,15
NR5A2 inv ag,5,14,10,4,-7,18,1,-10,0
NCOA2 inhibitor,-3,7,-7,-14,-8,-9,7,-4,-15

Other structures follow.
41) Cc1ccccc1OC(C)C(=O)Nc1ccc2c(c1)OCCO2 (stereo unspecified)
42) COc1ccc(OC)c(NC(=O)Nc2cc(NC(=O)Nc3cc(OC)ccc3OC)c(C)nc2C)c1
43) CCN(CC)S(=O)(=O)c1ccc2c(c1)nc(CCC(=O)Nc1ccc3c(c1)OCO3)n2CC
44) COc1ccc(S(=O)(=O)Nc2ccccc2C(=O)NC(C)(C)C)cc1OC
45) Cn1c(=O)n(CC(=O)O)c(=O)c2c1nc1n2CCCN1CCc1ccccc1
46) CCCCCC(=O)N1C[C@@H](O)[C@H](n2cc(-c3ccc(F)cc3)nn2)C[C@@H]1c1ccc(C)cc1
47) CC(=O)Nc1ccc(-n2c(=O)c3ccccc3c3ccccc3c2=O)cc1
48) CCc1nnc(N/N=C/c2ccc(N3CCC(C)CC3)c([N+](=O)[O-])c2)n1N
49) CC(C)(C)C(=O)N1CCN(c2c(Cl)cccc2[N+](=O)[O-])CC1
50) COCCN(C(=O)COC(=O)CCCOc1ccc(OC)cc1)c1c(N)n(Cc2ccccc2)c(=O)[nH]c1=O

assay / entry,41,42,43,44,45,46,47,48,49,50
SRC3 inh,-26,13,10,5,-16,2,6,16,10,-9
CF NFkB block,3,2,0,5,15,-8,-7,-10,9,-2
COUP-TFII inh,-35,9,27,-3,15,-1,-15,-3,19,-20
KKLEB cytotox,-3,-15,3,2,12,0,-4,4,3,6
SRC1 inh,-73,-19,-11,9,4,8,-11,-4,-1,-6
TROY NFkB inh,-43,-11,-17,16,7,6,11,-6,8,-11
TWEAK-Fn14 inh,-40,-67,24,1,7,-9,2,-5,-1,4
EBV LMP1 NFkB,-13,-77,-4,-3,6,-1,-2,9,2,3
C8 TRAIL sens,-5,13,-6,-13,-1,3,-6,-6,-6,-7
NR5A2 inv ag,-34,3,-10,-2,2,10,2,29,-13,9
NCOA2 inhibitor,-17,-13,-8,2,12,-13,-14,-43,3,14
